Bioassay records from PubChem BioAssay.
PI4K2A block: inhibitors of human PI4K2A | Q9BTU6 | purified PI4K2A, ADP-Glo luminescence, 1 h; active compounds read low | activity change, negative = inhibition, % at 76.9 µM | hit rate 0.13% among 420,000 | AID 1346378; in the data active = activity change below about -50%; inconclusive = mostly about -30% to -49%;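 also: -100% = wells without enzyme as full effect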
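Compounds are screened against recombinant PI4K2A using PI as substrate and ATP, the latter dispensed at 300 microM. Reactions run one hour at ambient temperature before ADP-Glo detection; full inhibition defined by wells lacking enzyme.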
G9a block: blocks human histone lysine methyltransferase G9a. Q96KQ7. G9a H3K9 monomethylation, AlphaScreen, 2 h. Potency, µM (highest dose often 102 µM), without a hit: top-dose activity, negative = inhibition, most hits filed as inhibitors. hit rate 8.8% among 350,000; also: potency is read from the fitted curve at half-maximal effect; % is scaled to controls: 0 for no effect and ±100 for the full control effect; nearly all actives have a fitted effect of over 75% in size
Target sequence (Q96KQ7 913-1193 limits assumed): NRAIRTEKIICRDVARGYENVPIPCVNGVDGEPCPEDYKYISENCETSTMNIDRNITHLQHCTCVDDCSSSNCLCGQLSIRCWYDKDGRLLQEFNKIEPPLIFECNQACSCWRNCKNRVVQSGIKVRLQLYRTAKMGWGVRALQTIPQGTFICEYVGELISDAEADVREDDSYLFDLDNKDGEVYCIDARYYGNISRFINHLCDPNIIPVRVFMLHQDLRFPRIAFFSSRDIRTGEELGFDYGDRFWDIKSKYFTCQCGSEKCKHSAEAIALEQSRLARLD
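Using a bead-based AlphaScreen, monomethylated H3K9 product from 2 h room-temperature reactions (G9a 20 nM, peptide 500 nM, SAM 20 uM) was detected with 0.5 ug/mL rabbit anti-H3K9me1 antibody.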
RGS4 inhibitor: human RGS4 inhibition | Transcreener GDP fluorescence polarization, RGS4-accelerated GTP hydrolysis | AID 504845 | Potency, µM (doses to about 114 µM), for the others: top-dose activity change, negative = inhibition, hits mostly inhibitors | hit rate 0.039% among 390,000; also: potency is read from the fitted curve at half-maximal effect; % is scaled to controls: 0 for no effect and ±100 for the full control effect; nearly all actives have a fitted effect of over 75% in size; some results filed as inactive show a strong effect at the top dose
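MLSMR compounds (23 nl, pin-transferred) preincubated 10 min at room temperature with a 500nM (2x) first reagent, then RGS4 at 900nM (2x) plus Transcreener GDP mix added; fluorescence polarization (620/688 nm) read before and after 90 min at 30 °C.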
JMJD2A Tudor inh: blocks the human JMJD2A Tudor domain | AlphaScreen JMJD2A-Tudor / H3K4me3 peptide binding | AID 504339 | hit rate 4.4% among 390,000 | Potency, µM (series often up to 114 µM), without a hit: at the top dose activity change, negative = inhibition, most hits filed as inhibitors | O75164; also: potency is read from the fitted curve at half-maximal effect; % is scaled to controls: 0 for no effect and ±100 for the full control effect; nearly all actives have a fitted effect of over 50% in size
ALOX12 inh: blocks human arachidonate 12S-lipoxygenase | Potency, µM (titrated, usually from 108 µM), inactives show at the top dose activity change, negative = inhibition, actives largely listed as inhibitors | hit rate 1.1% among 580,000 | P18054 | purified 12hLO, xylenol orange hydroperoxide absorbance | AID 1671190; also: potency is read from the fitted curve at half-maximal effect; % is scaled to controls: 0 for no effect and ±100 for the full control effect
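Purified human 12hLO at 150 nM in 25 mM Hepes, 0.01% Triton X-100, pH 7.0, preincubated 15 min at room temperature with compound. Reaction started with 40 uM arachidonic acid, 30 min at room temperature. Hydroperoxide measured by Fe-xylenol orange, 573/405 nm absorbance ratio.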
ERG-DNA inh: ERG Ets/DNA interaction inhibition; Potency, µM (highest dose often 76.9 µM), for inactives: at the highest dose FP activity, negative = inhibition, usual class: inhibitors; AID 624246; fluorescence polarization, His-ERG Ets domain / labelled DNA; P11308; hit rate 0.028% among 370,000; active = well fitted inhibition curve with a large enough effect in the polarisation, with a control signal flat; inconclusive = small, poorly fitted or top-dose-only effect, or effect the other way, or a change in a side signal; inactive = no such curve, though single readings can be large or run the other way; the % refers to the polarisation;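 also: polarization taken with two DNA probes labelled with fluorescein and Texas red; potency is read from the fitted curve at half-maximal effect; % of control where 0% means no effect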
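His-tagged ERG Ets domain (1 uM in the protein solution; 300mM KCl, 50mM Tris-HCl, 1mM EDTA, 1mM DTT, pH 7.5) received compound, then a probe mix of 5 nM fluorescein-DNA and 100nM Texas-615-DNA. Fluorescence polarization was read for both dyes.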
BAZ2B block: blocks human BAZ2B; AID 504333; AlphaScreen BAZ2B-H3K14Ac peptide displacement; Potency, µM (top dose mostly 114 µM), for inactives: at the highest dose activity change, negative = inhibition, most hits filed as inhibitors; Q9UIF8; hit rate 4.4% among 360,000; also: potency is read from the fitted curve at half-maximal effect; % is scaled to controls: 0 for no effect and ±100 for the full control effect; nearly all actives have a fitted effect of over 60% in size
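BAZ2B 50 nM plus b-H3(5-23)K14Ac 50 nM, PBS pH 7.4/0.01% Tween-20, 30 min RT; compound added (max 110 uM), 30 min RT; streptavidin donor/Ni-chelate acceptor beads 10 ug/mL final, 20 min dark; AlphaScreen read.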
HP1b chromo inh: inhibitors of HP1-beta chromodomain binding to methylated histone tails; P83916; hit rate 0.56% among 390,000; AlphaScreen HP1-beta / biotin-H3K9me3 peptide binding; AID 540317; Potency, µM (series often up to 114 µM), for the others: at the highest dose activity change, negative = inhibition, usual class: inhibitors; also: potency is read from the fitted curve at half-maximal effect; nearly all actives have a fitted effect of over 70% in size; inactives centre near 23
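AlphaScreen: HP1-beta (50 nM) preformed 30 min with biotin-H3(1-18)K9me3 peptide (50 nM) in PBS pH 7.4, 0.01% Tween-20. Compound added for 30 min at RT, then streptavidin donor/nickel chelate acceptor beads (10 ug/mL) for 30 min.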
GLS inhibitor: glutaminase GLS (human) inhibition; GLS enzymatic activity, qHTS titration; Potency, µM (highest dose often 45.5 µM), without a hit: at the top dose activity change, negative = inhibition, hits mostly inhibitors; hit rate 0.21% among 410,000; also: potency is read from the fitted curve at half-maximal effect; % is scaled to controls: 0 for no effect and ±100 for the full control effect
Target sequence (O94925 whole entry, looked up): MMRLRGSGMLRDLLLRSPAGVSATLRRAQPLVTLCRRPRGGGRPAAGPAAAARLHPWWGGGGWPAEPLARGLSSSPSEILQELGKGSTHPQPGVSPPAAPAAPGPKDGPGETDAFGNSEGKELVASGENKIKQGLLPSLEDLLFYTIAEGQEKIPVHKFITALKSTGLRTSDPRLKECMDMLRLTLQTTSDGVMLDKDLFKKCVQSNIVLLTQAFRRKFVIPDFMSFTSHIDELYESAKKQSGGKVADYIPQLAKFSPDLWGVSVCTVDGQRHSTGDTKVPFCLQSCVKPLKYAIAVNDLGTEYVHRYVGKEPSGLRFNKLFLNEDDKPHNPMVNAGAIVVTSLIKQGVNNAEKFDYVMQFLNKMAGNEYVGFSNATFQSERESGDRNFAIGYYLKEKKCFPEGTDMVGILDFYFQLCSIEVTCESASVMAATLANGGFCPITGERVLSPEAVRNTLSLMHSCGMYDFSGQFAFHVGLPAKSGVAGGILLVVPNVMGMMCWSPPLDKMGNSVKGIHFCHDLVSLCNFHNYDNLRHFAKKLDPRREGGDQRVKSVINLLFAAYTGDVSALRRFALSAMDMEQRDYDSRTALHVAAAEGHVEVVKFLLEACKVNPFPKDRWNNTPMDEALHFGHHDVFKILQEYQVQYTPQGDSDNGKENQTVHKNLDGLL
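hKGA in 45 mM KH2PO4 pH 8.2, 0.02% Tween-20 with pin-transferred compounds; 1 mM L-glutamine (stock) plus glutamate oxidase/HRP/Amplex Red coupling added. Fluorescence read initially and after 30 min at RT.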
* marks the source's active call; other numbers are inactive results; ? = inconclusive; . = no result given; & = joins results of further samples; [ ] = another dose, or the depositor's remark. Unless noted, calls follow the shape of the dose curve; as a rule, active = well fitted curve in the direction sought with a large enough effect; inconclusive = small, poorly fitted or top-dose-only effect, or another doubt; inactive = no such curve, though single readings can be large; an effect the other way counts as inactive or inconclusive. Some of the compounds tested, so the mix of outcomes need not match the whole.

SMILES	PI4K2A block	G9a block	RGS4 inhibitor	JMJD2A Tudor inh	ALOX12 inh	ERG-DNA inh	BAZ2B block	HP1b chromo inh	GLS inhibitor
COc1ccc(/C([O-])=C(/C(=S)Nc2ccc(C)c(C)c2)n2c[n+](C)c3ccccc32)cc1OC	1	45µM*	-7%	-26%	?	-11%	-36%	-2%	-14%
Cc1cccc(Nc2nc3c(S(=O)(=O)c4ccc(Br)cc4)nnn3c3ccsc23)c1C	1	-20%[59 µM]	-10%	-8%	?	-10%	-13%	16%	1%
O=[N+]([O-])c1ccccc1/C=N/n1c(-c2cccnc2)n[nH]c1=S	1	2.5µM*	-9%	2.2µM*	?	12%	-27%	9%	1%
Cn1cccc1C(=O)NCC1CCCCC1	-1	.	25%	-25%	0%	-3%	-16%	4%	7%
CCOC(=O)Cn1nc(CC)c2ccccc2c1=O	-3	8%[12.7 µM]	29%	-6%	22%	.	5%	20%	2%
COc1ccc(OC)c(NC2=NC3(CCCCC3)N=C(N)N2)c1	-9	9%[12.7 µM]	-4%	-26%	5%	-1%	-3%	-10%	1%
C=C(C)c1cccc(C(C)(C)NC(=O)N2CCN(c3ccccc3)CC2)c1	0	4%	-12%	7%	8%	8%	-1%	46%[activator]	-5%
Cc1ccc(C(=O)COc2ncnc3cc(Cl)ccc23)cc1	-2	9%	-12%	2%	33%[activator]	0%	3%	62%[activator]	-2%
CC(C)c1nc2ccc(NC(=O)C34CC5CC(CC(C5)C3)C4)cc2[nH]1	1	-21%[59 µM]	-9%	-10%	26%	.	-7%	26%	-9%
COc1ccc(/C=C/C(=O)OCC(=O)c2c(N)n(C)c(=O)n(C)c2=O)cc1	-3	-9%[59 µM]	-1%	-11%	-13%	7%	8%	26%	5%
CCS(=O)(=O)n1nc(-c2ccccc2)nc1SC	2	-9%[59 µM]	29%	-9%	-17%[57.4 µM]	.	-9%	23%	15%
Cc1ccc(C(=O)c2coc3c2C(=O)C(=O)c2ccccc2-3)cc1	-7	40µM*	?	?	?	.	?	-25%	-2%
COc1ccccc1/C=C(/NC(=O)c1ccccc1)C(=O)NCCN1CCOCC1	4	-1%[0.0925 µM]	33%	-1%	-4%	2%	-1%	32%	6%
S=C1CC2CCCC(C2)N1 (stereo unspecified)	-5	.	-16%	-1%	?	2%	.	44%[activator]	4%
COc1ccc(C2(C(=O)Nc3cc(C)on3)CCOCC2)cc1	1	-14%[59 µM]	-16%	6%	4%	1%	-3%	17%	2%
COc1ccc(S(=O)(=O)Cc2ccc(C(=O)N3CCN(c4cc(C)ccc4C)CC3)o2)cc1	-2&-1	0%	16%&-11%	-23%&-23%	-2%&-17%	-6%&-2%	?	14%&0%	-1%&3%
CSc1nsc(/C=C/Nc2ccc(Cl)cc2)c1C#N	-10	-18%[12.7 µM]	-48%	-29%	0%	17%	?	11%	1%
NC(=O)C1CCN(C(=O)c2ccc(NS(=O)(=O)c3ccc(F)cc3)cc2)CC1	-3	7%[59 µM]	-1%	3%	-4%	4%	-4%	33%	-2%
CCCCN1C(=O)/C(=C(/C#N)C(=O)N2CCCC2)c2ccccc21	-1	-14%[12.7 µM]	1%	-27%	8%	-6%	-37%	1%	1%
O=C1/C(=C/c2ccc(F)cc2)CCC1C1CCCC1 (stereo unspecified)	-6	0%[59 µM]	-9%	21%	-11%	0%	9%	49%[activator]	-10%
CC(=O)NC(CC(=O)OCC(=O)c1cc(C)ccc1C)c1ccccc1 (stereo unspecified)	4	.	3%	-2%	-3%	1%	.	41%[activator]	-6%
CCOC(CNC(=O)c1ccc(N2CCc3ccccc32)c([N+](=O)[O-])c1)OCC	1	11µM*	-18%	56µM*	6%	.	40µM*	28µM*	12%
CCCCC(=O)Nc1cccc(NC(=S)NC(=O)Cc2ccccc2)c1	0	-16%[59 µM]	-9%	6%[57.1 µM]	11%	6%	-8%	35%	0%
COc1c(Cl)cc(Cl)cc1CNCc1ccccc1	-18	20%	5%[11.4 µM]	24%	4%	6%	6%	83%[activator]	5%
COc1ccc(NC(=O)c2cccc(N3C(=O)C4C5C=CC(C5)C4C3=O)c2)cc1Cl (stereo unspecified)	2	-1%[0.0925 µM]	6%	-19%	0%	21%	-8%	19%[57 µM]	-4%
COc1ccc2oc(=O)c(C(=O)N3CCN(c4ccccc4C)CC3)cc2c1	12	-31%[12.7 µM]	-3%	1%	-10%&-14%	-2%	-18%	48%[activator]	7%
COc1cc2nc(NCc3ccc(C)cc3)n3nc(-c4ccccc4)nc3c2cc1OC	0	-25%[59 µM]	27%	-13%	-1%	3%	-11%	4%	-7%
COc1cc(CN(C(=O)c2ccco2)c2ccc(C)cc2)ccc1O	4	-22%[59 µM]	-41%	-13%	-1%	-4%	?	24%	35%[activator]
COc1cc(-c2nc(S(=O)(=O)c3ccc(Cl)cc3)c(N3CCOCC3)o2)cc(OC)c1OC	-8	-44%[12.7 µM]	-10%	-11%	-8%	2%	-10%	6%	3%
O=C(/C=C/Nc1ccc(S(=O)(=O)Nc2cnc3ccccc3n2)cc1)c1ccccc1	3	-34%	-17%	-6%	7%	1%	-18%	38%	18%
NC(=O)C[n+]1cccc(C(N)=O)c1	-3	-19%	20%	?	-3%	0%	3%	14%	-6%
O=c1[nH]c(C2CCN(S(=O)(=O)c3ccccc3C(F)(F)F)CC2)nc2c1nnn2Cc1cccc(F)c1	3	-3%	9%	-13%	-17%	-1%	-2%	-1%	-9%
COc1cc(C(=O)N/N=C/c2cc([N+](=O)[O-])cs2)cc(OC)c1OC	7	?	-27%	-8%	18%	4%	-16%	17%	7%
Clc1cccc(-c2sc(Nc3ccccc3)n[n+]2-c2ccccc2)c1Cl	1	.	-43%	?	?	-2%	?	8%	1%
CCCn1nc2cc(C(=O)NCCCCc3ccccc3)ccc2c1OCC	0	2%[12.7 µM]	8%	-22%	-29%	0%	-9%	21%	0%
O=C(c1cc(F)ccc1F)C1CCCN(C(=O)c2cccs2)C1 (stereo unspecified)	4	18%	-8%	-2%	-8%	7%	3%	23%	2%

A few values from the entries so far:
COc1ccc(C2(C(=O)Nc3cc(C)on3)CCOCC2)cc1 – PI4K2A block = 1
COc1ccc(S(=O)(=O)Cc2ccc(C(=O)N3CCN(c4cc(C)ccc4C)CC3)o2)cc1 – GLS inhibitor = -1%&3%
CC(=O)NC(CC(=O)OCC(=O)c1cc(C)ccc1C)c1ccccc1 (stereo unspecified) – JMJD2A Tudor inh = -2%
COc1cc(C(=O)N/N=C/c2cc([N+](=O)[O-])cs2)cc(OC)c1OC – ERG-DNA inh = 4%
CC(C)c1nc2ccc(NC(=O)C34CC5CC(CC(C5)C3)C4)cc2[nH]1 – GLS inhibitor = -9%

3 compounds from above, ordered by molecular weight, falling:
SMILES	PI4K2A block	G9a block	RGS4 inhibitor	JMJD2A Tudor inh	ALOX12 inh	ERG-DNA inh	BAZ2B block	HP1b chromo inh	GLS inhibitor
CCCn1nc2cc(C(=O)NCCCCc3ccccc3)ccc2c1OCC	0	2%[12.7 µM]	8%	-22%	-29%	0%	-9%	21%	0%
COc1ccc2oc(=O)c(C(=O)N3CCN(c4ccccc4C)CC3)cc2c1	12	-31%[12.7 µM]	-3%	1%	-10%&-14%	-2%	-18%	48%[activator]	7%
COc1cc(CN(C(=O)c2ccco2)c2ccc(C)cc2)ccc1O	4	-22%[59 µM]	-41%	-13%	-1%	-4%	?	24%	35%[activator]

Next entries
SMILES	PI4K2A block	G9a block	RGS4 inhibitor	JMJD2A Tudor inh	ALOX12 inh	ERG-DNA inh	BAZ2B block	HP1b chromo inh	GLS inhibitor
O=C(CN1CCN(S(=O)(=O)c2ccc(Br)cc2)CC1)N/N=C/c1cccs1	-2	0%[59 µM]	-8%	10%	0%	-1%	5%	23%	9%
CN(CCc1ccccn1)C(=O)CCC1CCCN(C(=O)c2cccc(N(C)C)c2)C1 (stereo unspecified)	6	42%	-4%	-9%	1%	-3%	7%	28%	20%
CCOC(=O)c1c(C)c(C(=O)NCc2cccs2)c(C)n1CC	-2	2%[2.33 µM]	18%	-12%	9%	1%	2%	14%	-5%
O=C(NCC(c1cccnc1)N1CCN(Cc2ccccc2)CC1)C(=O)Nc1ccc(F)cc1 (stereo unspecified)	1	2%[59 µM]	-4%	-11%	-7%	19%	-2%	36%	-4%

Record cards, from the list above.
CN(CCc1ccccn1)C(=O)CCC1CCCN(C(=O)c2cccc(N(C)C)c2)C1 (stereo unspecified) is listed with PI4K2A block: 6; G9a block: 42%; RGS4 inhibitor: -4%; JMJD2A Tudor inh: -9%; ALOX12 inh: 1%; ERG-DNA inh: -3%; BAZ2B block: 7%; HP1b chromo inh: 28%; GLS inhibitor: 20%
CCOC(=O)c1c(C)c(C(=O)NCc2cccs2)c(C)n1CC is listed with PI4K2A block: -2; G9a block: 2%[2.33 µM]; RGS4 inhibitor: 18%; JMJD2A Tudor inh: -12%; ALOX12 inh: 9%; ERG-DNA inh: 1%; BAZ2B block: 2%; HP1b chromo inh: 14%; GLS inhibitor: -5%
